# All columns: NCI-60 one-dose screen, growth in % after 48 h at 10 µM unless noted; 100 = growth as untreated, 0 = no growth, -100 = all killed.
# TK-10: TK-10 renal cancer cells | hit rate 3.9% among 81,000 | AID 1794769
# SN12C: SN12C renal cancer cells | hit rate 3.8% among 81,000
# 786-0: 786-0 renal cancer cells. hit rate 5.1% among 81,000. AID 1794775
# SF-295: SF-295 CNS cancer cells. hit rate 5.6% among 79,000
# PC-3: PC-3 prostate cancer cells; hit rate 3.9% among 80,000
# UO-31: UO-31 renal cancer; hit rate 5.2% among 81,000; AID 1794768
# U251: U251 CNS tumor cells | hit rate 5.4% among 80,000 | AID 1794753
# SF-539: SF-539 CNS cancer | hit rate 6.8% among 81,000
# DU-145: DU-145 prostate cancer. hit rate 4.2% among 81,000. AID 1794760
# * = called active by the depositor; . = not tested or not shown; & = joins results of further samples. Rule for the calls: active = growth percent below 10; inactive = the rest.
no.	structure	UO-31	786-0	SN12C	SF-295	SF-539	TK-10	DU-145	PC-3	U251
1	O=C1/C(=C/c2ccc(OCc3ccc(F)cc3)cc2)Oc2cc(O)ccc21	71	73	71	54	80	68	77	75	74
2	CC(C)(Cl)C1CCC(CC(Cl)(Cl)Cl)CC1 (stereo not drawn)	94	106	106	107	104	113	109	91	100
3	O=C(O)c1cc(-c2cccc3ccccc23)nc2ccccc12	87	109	104	103	97	104	108	98	101
4	Cn1cc(-c2ccc3occ(-c4cccc(-c5ccncc5)c4)c3n2)cn1	11	18	13	1.6*	-23*	9.6*	27	20	25
5	COC(=O)C1([N+](=O)[O-])CC(c2ccc3ccccc3c2)ON(c2ccccc2)C1c1ccccc1 (stereo not drawn)	69	88	85	70	.	94	91	66	79
6	COc1ccc(/C=C2\N=C(c3ccccc3)N(C(=O)c3ccc(O)cc3)NC2=O)cc1	89	97	87	99	93	120	104	72	95
7	CC1CCc2c(sc3nc(/C(C#N)=C/c4cn(-c5ccccc5)nc4-c4ccc5c(c4)OCCO5)[nH]c(=O)c23)C1 (stereo not drawn)	92	73	59	74	52	82	54	77	32
8	CCCC(=O)OC/C=C/c1ccccc1	78	87	94	123	104	103	111	82	105
9	COc1cc(-c2cncn2-c2ccc(-c3nc4cc(OC)c(OC)c(OC)c4s3)cc2)ccc1F	78	75	102	84	100	75	114	61	81
10	COc1cc2c(c(OC)c1OC)CCC(c1cccc(NC(=O)c3ccc(C#N)cc3)c1)O2 (stereo not drawn)	70	97	87	73	97	86	94	60	83
11	CC(=O)Nc1ccc(-c2cc3c(NCc4ccc(Cl)cc4)ncnc3s2)cc1	61	82	79	79	84	75	96	61	89
12	NC(=S)N/N=C/c1ccccc1	90	103	105	94	100	.	119	96	97

# Single records, from the list above. Order of screens: UO-31	786-0	SN12C	SF-295	SF-539	TK-10	DU-145	PC-3	U251
# NC(=S)N/N=C/c1ccccc1 is listed as 90	103	105	94	100	.	119	96	97
# CC(=O)Nc1ccc(-c2cc3c(NCc4ccc(Cl)cc4)ncnc3s2)cc1 is listed as 61	82	79	79	84	75	96	61	89
# O=C(O)c1cc(-c2cccc3ccccc23)nc2ccccc12 is listed as 87	109	104	103	97	104	108	98	101

# Returning to the listing; the 5 compounds before the break are reprinted first.
no.	structure	UO-31	786-0	SN12C	SF-295	SF-539	TK-10	DU-145	PC-3	U251
8	CCCC(=O)OC/C=C/c1ccccc1	78	87	94	123	104	103	111	82	105
9	COc1cc(-c2cncn2-c2ccc(-c3nc4cc(OC)c(OC)c(OC)c4s3)cc2)ccc1F	78	75	102	84	100	75	114	61	81
10	COc1cc2c(c(OC)c1OC)CCC(c1cccc(NC(=O)c3ccc(C#N)cc3)c1)O2 (stereo not drawn)	70	97	87	73	97	86	94	60	83
11	CC(=O)Nc1ccc(-c2cc3c(NCc4ccc(Cl)cc4)ncnc3s2)cc1	61	82	79	79	84	75	96	61	89
12	NC(=S)N/N=C/c1ccccc1	90	103	105	94	100	.	119	96	97
13	Clc1ccc(CN=Nc2ccccc2)cc1	43	86	84	.	80	99	92	47	70
14	CS/C(N)=N\S(=O)(=O)c1ccc(NC(C)=O)cc1	93	108	93	102	104	130	109	.	109
15	O=C(Oc1cccc2ccccc12)Oc1cccc2ccccc12	55	110	97	109	101	139	104	72	103
16	CCCCCN1C=C/C(=C\C(=O)N(Cc2ccccc2)c2ccc(OC)cc2)c2ccccc21	74	90	87	73	97	91	91	79	82
17	CCCCCCCCCCCCCCCCCCNC(=O)[C@H]1CSC(c2ccc(OC)cc2O)N1 (stereo partly drawn)	53	82	14	93	66	95	22	70	64
18	Cc1[nH]c(C(=O)Nc2ccc(C(=O)NCCN)cc2OC2CCNCC2)c(Cl)c1Cl	74	93	96	93	97	107	109	95	101
19	c1cc2ccc3cc2cc1CNCCOCCNCc1ccc2ccc(cc2c1)CNCCOCCNC3	74	43	-20*	14	-53*	8.5*	-29*	-38*	-20*
20	COc1ccc(-c2c(NC(=O)Nc3ccc(OC(F)(F)F)cc3)cnn2-c2ccc(S(N)(=O)=O)cc2)cc1	70	93	89	98	86	90	94	51	68
21	CC1=C(C(=O)Nc2ccc(C)cc2)C(c2ccc(F)cc2)C2=C(CC(C)(C)CC2=O)N1 (stereo not drawn)	55	76	88	.	98	109	102	68	89
22	C=CCOc1ccc(Br)cc1CC(=C)C	100	113	103	125	119	110	119	102	99
23	Nc1nc(Nc2ccc(F)cc2)c2c(n1)-c1ccoc1CC2	87	85	99	87	95	121	101	102	103
24	O=C1C(c2ccccc2)=C(c2ccccc2)c2ccccc21	86&81	108&99	91&100	100&104	104&107	113&107	104&102	67&96	91&88
25	COc1ccc2[nH]c(O)c(N=NC(=O)c3oc4ccccc4c3CN3CCN(c4ccccc4)CC3)c2c1	86	100	98	104	102	112	113	103	102
26	CC1=CC(C)(C)NC(=S)N1c1ccc(C)cc1S(=O)(=O)O	85	100	112	108	108	119	108	99	113
27	O=C1CCCCC1C(O)(C(=O)c1ccccc1)c1ccccc1 (stereo not drawn)	85	115	108	90	97	111	108	58	76
28	O=C(Cn1c(=O)[nH]c2ccccc2c1=O)NC1CCCCC1	89	101	103	101	98	100	119	103	101
29	CC(C)(C)c1ccc(O)c(CO)c1	88	101	102	103	99	91	103	101	107
30	Cn1ccc2cc(-c3ccc(C4CC4)o3)ccc21	87	101	99	.	99	136	104	95	90
31	N=c1ccn2c(n1)O[C@@H]1[C@@H](O)[C@H](CO)O[C@@H]12	15	31	54	89	98	67	51	58	52
32	Nc1ccc(S(=O)(=O)c2cc(O)c3ccccc3c2O)cc1	57	99	100	106	105	129	92	84	105
33	CCOC(=O)C(CCC(C(=O)OCC)(C(=O)OCC)c1ccccc1)(C(=O)OCC)c1ccccc1	88	107	105	105	102	102	118	76	92
34	O=C(/C=C/c1cccnc1)NCCCCC1CCCN(C(=O)c2ccccc2)C1 (stereo not drawn)	40	72	38	4.8*	28	103	33	47	43
35	CC(=O)c1ccc(Nc2nc(Cl)nc(Oc3c(C(C)C)cccc3C(C)C)n2)cc1	62	81	91	60	86	98	98	60	77
36	COc1ccc(-c2n[nH]nc2-c2ccccc2C#N)cc1	86	108	101	81	91	104	120	95	105
37	CCCCCC(=O)OCCCCOC(=O)CCCCC	101	101	105	111	99	97	107	96	96
38	Cn1c(=O)c2[nH]c(COc3ccc(C(C)(C)C)cc3)nc2n(C)c1=O	73	66	80	58	88	78	80	75	86
39	COc1ccc(NCc2cn(-c3ccc(C(=O)O)cc3)nc2-c2cc(C(F)(F)F)cc(C(F)(F)F)c2)cc1	93	102	95	102	87	110	103	93	102
40	NC(=O)SCC(=O)Nc1ccc(-c2ccc(NC(=O)CSC(N)=O)cc2)cc1	88	96	102	104	101	92	104	76	98
41	CCCCCCCCCCSC(=NCC)NCC	86	90	97	100	100	101	93	92	85
42	CCOC(=O)c1ccc(NC(=O)Nc2cccc(O)c2)cc1	95	99	110	108	116	101	106	104	.
43	COc1cc(-c2c(-c3ccccc3)c[nH]c2C(=O)O)cc(OC)c1OC	90	105	101	101	98	118	110	99	101
44	CCCCCCN(CCCCCC)C(=N)c1ccnc2ccccc12	36	57	72	.	80	73	85	58	64
45	COc1ccc(Nc2nc(SCC(C)C)nc(-c3ccc(OC)cc3)c2C#N)cc1	98	102	97	107	111	104	100	94	104
46	O=C(O)c1cn(C2CC2)c2cc(N3CCN(Cn4nc(-c5ccccc5Cl)oc4=S)CC3)c(F)cc2c1=O	80	96	100	95	107	103	106	101	99
47	COc1ccc(/C=C/C(=O)c2ccc(NC(=O)CSc3nnc(-c4cc(OC)c(OC)c(OC)c4)o3)cc2)cc1OC	87	91	107	98	98	96	108	102	97
48	CCOC(=O)C1=C(N)N(c2ccccc2)C2=C(C(=O)CC(C)(C)C2)C1c1ccccc1Br (stereo not drawn)	86	88	91	93	97	105	104	67	95
49	CCOC(=O)c1ccc2c(c1)ncn2-c1ccc(NS(C)(=O)=O)cc1	99	103	102	102	106	103	105	.	102
50	CCOC(=O)c1ccc(S(=O)(=O)N(CC)CC)cc1	87	100	108	111	103	110	115	102	102
51	Cc1ccc(/C=C2\N=C(c3ccccc3)NNC2=O)cc1	98	101	99	105	105	117	108	102	101
52	NS(=O)(=O)c1ccc(Cn2c(SCC(=O)Nc3ccccc3)nc3ccccc3c2=O)cc1	84	102	103	88	101	91	109	110	102
53	COc1ccc(/C=C/C(=O)NC(CO)(CO)CO)cc1	83	102	102	96	95	82	106	97	100
54	CC(=O)OCc1ccc(Cl)cc1Cl	73	104	103	117	96	108	109	105	96
55	N#C/C(=C\c1ccc(-c2ccccc2Cl)o1)c1nc(-c2ccc(F)cc2)cs1	69	110	103	100	96	193	107	95	102
56	C=C1C(=O)O[C@H]2[C@H]1CC/C(Cn1cc(Cn3ccc4cc(Cl)ccc43)nn1)=C\CC[C@@]1(C)O[C@@H]21	-100*	-71*	19	74	-89*	-25*	4.9*	6.9*	29
57	CS(=O)(=O)Nc1cc(-c2ccc3ncc(C#N)c(Nc4cccc(Cl)c4F)c3c2)cnc1Cl	-16*	5.0*	16	-11*	-24*	-31*	12	-16*	-8.2*
58	CC(C)Cc1csc(=S)[nH]1	101	107	100	117	103	105	110	94	103
59	CCCN(CCC)CC(C)(C)C=O	104	100	109	106	101	96	114	97	100
60	CC(C)(C)n1cc(-c2ccnc(NCCCNS(=O)(=O)c3ccc(C(F)(F)F)cc3)c2)c(-c2cccc(O)c2)n1	41	-17*	40	1.7*	20	92	46	13	13
61	CN(CCCC(=O)NO)CCC(=O)Nc1ccccc1	72	97	97	98	93	94	106	97	109
62	CCOC(=O)c1csc(NC(=O)c2ccc(Nc3ccc([N+](=O)[O-])cc3C)c([N+](=O)[O-])c2)n1	89	101	95	97	97	99	109	.	104
63	Cc1ccccc1NC(=O)/C(=N/N1C(=O)SCC1=S)N1CCOCC1	79	97	101	99	93	97	102	99	99
64	CCCC(C)CC(C(=O)OCC)C(=O)OCC (stereo not drawn)	98	107	105	89	106	108	105	100	100
65	COc1ccc(Sc2ccc3[nH]c(=O)nc(N)c3c2)cc1	99	104	101	106	105	105	108	97	94
66	CCN(CC)c1nc(N(CC)CC)c2[nH]cnc2n1	97	102	103	83	105	100	112	84	93
67	CC(N)c1nnc2n(Cc3ccccc3)c(=O)c3c4c(sc3n12)CCCC4 (stereo not drawn)	98	85	106	95	107	118	109	106	106
68	O=S(=O)(NCCNc1nccc(-c2c(-c3ccc(F)c(O)c3)nc3sccn23)n1)c1ccc(F)cc1	3.6*	38	28	53	44	84	34	30	46
69	Cc1ccc(N2CCN(C(=S)c3cccs3)CC2)cc1	95	90	102	103	101	87	108	93	96
70	CC(=O)N1N=C(N)SC1c1ccc(Cl)c(Cl)c1 (stereo not drawn)	88	104	98	103	101	96	102	89	97

# A few values from the list:
# CCOC(=O)c1csc(NC(=O)c2ccc(Nc3ccc([N+](=O)[O-])cc3C)c([N+](=O)[O-])c2)n1 in SN12C → 95
# Cc1ccccc1NC(=O)/C(=N/N1C(=O)SCC1=S)N1CCOCC1 in 786-0 → 97

# Compound activity as filed in PubChem.
